IDE exosite FP: exo-site inhibitors of human insulin-degrading enzyme | P14735 | purified IDE, FL-6b probe fluorescence polarization; active compounds read low | z-score at 20 µM | hit rate 6.3% among 17,000;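 active = z-score of -3 or lower, meaning strong loss of probe binding signal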;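 note: His-tagged human IDE residues 42-1019 made in E. coli with 30 nM FL-6b probe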
Target sequence (P14735 42-1019 limits assumed): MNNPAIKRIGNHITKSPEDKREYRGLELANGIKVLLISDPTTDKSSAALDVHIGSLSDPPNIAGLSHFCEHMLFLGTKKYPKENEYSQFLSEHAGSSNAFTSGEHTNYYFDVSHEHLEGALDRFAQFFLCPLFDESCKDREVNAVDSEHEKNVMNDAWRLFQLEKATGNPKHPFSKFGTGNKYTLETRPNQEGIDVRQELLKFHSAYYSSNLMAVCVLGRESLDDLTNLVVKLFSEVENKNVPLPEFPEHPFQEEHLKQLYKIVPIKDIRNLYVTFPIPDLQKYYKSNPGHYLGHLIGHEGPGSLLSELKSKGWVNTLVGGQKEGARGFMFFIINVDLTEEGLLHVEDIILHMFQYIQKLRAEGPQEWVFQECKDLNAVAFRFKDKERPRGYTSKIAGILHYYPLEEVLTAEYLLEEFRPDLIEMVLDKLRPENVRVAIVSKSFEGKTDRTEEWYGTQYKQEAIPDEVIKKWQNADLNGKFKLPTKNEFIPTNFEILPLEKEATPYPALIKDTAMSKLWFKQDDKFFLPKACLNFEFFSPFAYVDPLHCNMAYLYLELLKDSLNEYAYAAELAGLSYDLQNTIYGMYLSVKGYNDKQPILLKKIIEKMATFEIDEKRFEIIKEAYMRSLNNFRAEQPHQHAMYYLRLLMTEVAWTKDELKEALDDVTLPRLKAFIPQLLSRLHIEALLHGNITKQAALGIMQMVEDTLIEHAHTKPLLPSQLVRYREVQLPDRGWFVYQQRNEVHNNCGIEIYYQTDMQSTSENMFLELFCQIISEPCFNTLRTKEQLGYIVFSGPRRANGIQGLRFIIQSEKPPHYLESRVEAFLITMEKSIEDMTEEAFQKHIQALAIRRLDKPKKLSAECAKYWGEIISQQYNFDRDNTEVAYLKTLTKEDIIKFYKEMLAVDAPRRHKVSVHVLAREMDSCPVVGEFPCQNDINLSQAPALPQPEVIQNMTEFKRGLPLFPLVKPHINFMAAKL
The depositor's hits bear a star; & = joins results of further samples. Not all compounds are listed; the hit share may differ from the screen's.

IDE exosite FP,compound
2.8,CC(=O)NC[C@@H]1[C@@H](c2ccc(-c3ccccc3)cc2)[C@H](CO)N1C(=O)C1CC1
0.57,COc1ccccc1-c1ccc([C@H]2[C@H]3CN(C(=O)c4cccnc4)CCCCN3[C@H]2CO)cc1
1.1,C[C@@H]1CCCCO[C@@H](CN(C)C(=O)Nc2cccc3ccccc23)[C@H](C)CN([C@@H](C)CO)C(=O)c2cc(NC(=O)CCC(F)(F)F)ccc2O1
1,COCC(=O)N1CC(=O)N2[C@@H](CO)[C@@H](c3ccc(C#CC(C)C)cc3)[C@@H]2C1
0.32,CO[C@H]1CN(C)C(=O)c2cc(NC(=O)c3nc4ccccc4s3)ccc2OC[C@H](C)NC[C@@H]1C
4.7&0.8,O=S(=O)(c1cccc(Cl)c1)N1[C@@H]2CNC[C@H]1C2c1ccc(-c2ccncc2)cc1 (stereo not given in full)
-1.3,C[C@H](CO)N1C[C@H](C)[C@H](CN(C)C(=O)[C@H](Cc2ccccc2)N(C)C)OCc2ccccc2-c2c(n(C)c3ccccc23)C1=O
-1.7,COc1ccc2c3c(n(C)c2c1)[C@@H](CO)N(Cc1ccccc1OC)CC31CCN(CC2CC2)CC1
1.7,CO[C@@H]1CN(C)C(=O)c2ccc(NC(=O)c3ccno3)cc2OC[C@H](C)N(S(C)(=O)=O)C[C@@H]1C
3.2,CCCNC(=O)N1CC(=O)N2[C@H](C1)[C@H](c1ccc(-c3ccncc3)cc1)[C@@H]2CO
0.11,COCCNC(=O)[C@@H]1[C@@H](CO)[C@@H]2Cn3c(ccc(C4=CCCCC4)c3=O)[C@H]1N2Cc1cocn1
1.7,N#Cc1ccc(-c2ccc3c(c2)[C@H]2[C@H](CCN2C(=O)C2CCCCC2)[C@@H](CO)N3)cc1
2.8,O=C(c1cnccn1)N1CC(=O)N2[C@H](CO)[C@H](c3ccc(-c4ccccc4)cc3)[C@@H]2C1
-4.6*,COc1cccc(C#Cc2ccc([C@H]3[C@@H](CO)N4C(=O)CN(C(=O)Cc5ccccc5)C[C@H]34)cc2)c1
0.33,C[C@@H]1CC=CC[C@@H](c2ccccc2)NC(=O)[C@@H](C)N(C)C(=O)c2ccccc2O1 (mixture of isomers)
-2.1,C[C@@H]1CN([C@H](C)CO)C(=O)c2cc(/C=C/c3ccccc3)cnc2O[C@@H]1CN(C)S(=O)(=O)c1ccccc1F
-13*,COc1ccccc1-c1ccc([C@@H]2[C@@H](C#N)N(C(=O)NC(C)C)[C@@H]2CO)cc1
-1,CCCNC(=O)N1[C@H](C#N)[C@@H](c2ccc(-c3cccnc3)cc2)[C@@H]1CO
-0.18,CN1C(=O)c2cc(NS(=O)(=O)c3cccc(F)c3)ccc2OC[C@@H]2O[C@H](CC(=O)N3CCc4ccccc4C3)CC[C@H]21
-0.36,N#C[C@@H]1[C@@H](c2ccccc2-c2cccc(F)c2)[C@@H](CO)N1C(=O)NC1CCCCC1
1.4,COc1ccc(C#Cc2ccc([C@H]3[C@@H](CO)N4C(=O)CN(C(=O)NC(C)C)C[C@H]34)cc2)cc1
4.2,COCC#Cc1ccc([C@H]2[C@@H](CO)N3CCCCN(C(=O)Nc4cc(F)ccc4F)C[C@@H]23)cc1
-3*,CCCC#Cc1ccc([C@@H]2[C@H](CO)N3CCCCN(S(=O)(=O)CC)C[C@@H]23)cc1
0.12,C/C=C/c1ccc([C@H]2[C@H](CO)N(C(=O)NCCC)[C@H]2CNC(=O)C2CC2)cc1
0.15,CCCNC(=O)N1CC(=O)N2[C@H](CO)[C@@H](c3ccc(-c4ccc(F)cc4)cc3)[C@@H]2C1
-0.67,CN(C)CC(=O)N1[C@H](C#N)[C@@H](c2ccc(-c3cccc(C(=O)N(C)C)c3)cc2)[C@@H]1CO
0.7,C[C@@H]1CN([C@H](C)CO)C(=O)CCCn2nncc2CO[C@H]1CN(C)CC1CCCCC1
-0.012,CCS(=O)(=O)Nc1ccc2c(c1)C(=O)N(C)C[C@H](OC)[C@H](C)CN(CC1CCCCC1)[C@H](C)CO2
1.6,CO[C@@H](CN(C)Cc1nccs1)[C@@H](C)CN([C@@H](C)CO)S(=O)(=O)c1ccc(F)cc1
3,COc1ccc(C#Cc2ccc([C@H]3[C@H]4CN(S(=O)(=O)c5ccccc5)CCCCN4[C@H]3CO)cc2)cc1
0.18,O=C(C[C@@H]1CC[C@H]2[C@@H](COC[C@@H](O)CN2Cc2cc(F)ccc2F)O1)NCc1ccc(Oc2ccccc2)cc1
1.4,O=C(c1cnccn1)N1C[C@H]2[C@@H](c3ccccc31)[C@@H](CO)N2CC1CCCC1
0.09,O=C(C[C@H]1C[C@H]2c3cc(NS(=O)(=O)c4ccc(F)cc4)ccc3O[C@H]2[C@H](CO)O1)NCc1cccnc1
0.17,CC(C)(C)[S@](=O)N1Cc2cc(C(=O)NCc3ccccc3F)nc(-c3cccc(-c4cncnc4)c3)c2[C@@H]1CCO
-0.69&2.1,O=C(Nc1cccc(F)c1)N1C[C@@H]2N[C@H](C1)C2c1ccc(-c2ccccc2F)cc1 (stereo not given in full)
1.5&1.3,CN(C)C(=O)c1ccc(-c2ccc(C3[C@@H]4CN(Cc5ccc6c(c5)OCO6)C[C@H]3N4)cc2)cc1 (stereo not given in full)
0.82,C[C@H]1CN([C@@H](C)CO)C(=O)c2ccccc2-c2ccccc2CO[C@@H]1CN(C)Cc1cccnc1
1.6,N#C[C@@H]1[C@H](c2ccc(C#CC3CCCC3)cc2)[C@H](CO)N1S(=O)(=O)c1ccccc1
-0.28,CO[C@@H](CN(C)C(=O)c1cc(Cl)cc(Cl)c1)[C@H](C)CN(C(=O)Nc1ccc(F)cc1)[C@@H](C)CO
1.4,O=C(Nc1ccc(C(F)(F)F)cc1)N[C@@H]1C=C[C@@H](CC(=O)N2CCCCC2)O[C@H]1CO
0.52,CO[C@H]1CN(C)C(=O)c2ccc(NC(=O)Nc3ccccc3)cc2OC[C@@H](C)N(C(=O)CC2CC2)C[C@H]1C
-1.2,CCOC(=O)c1cc2c(c(-c3cccc(Br)c3)n1)[C@@H](CCO)N(C(=O)NC(C)C)C2
-0.19,COCC(=O)N1CC(=O)N2[C@H](CO)[C@H](c3ccc(C4=CCCC4)cc3)[C@@H]2C1
3.5,CCCNC(=O)N1[C@H](C#N)[C@@H](c2ccc(-c3cccnc3)cc2)[C@H]1CO
-0.13,O=C(c1cccnc1)N1CC(=O)N2[C@H](CO)[C@@H](c3ccc(-c4ccc(F)cc4)cc3)[C@H]2C1
-0.1,CN1CCN(C(=O)C[C@H]2CC[C@H]3[C@@H](COC[C@H](O)CN3C(=O)Nc3ccc4c(c3)OCO4)O2)CC1
-0.42,COCC#Cc1ccc2c(c1)O[C@H](CN(C)C(=O)C1CCOCC1)[C@H](C)CN([C@H](C)CO)S2(=O)=O
-0.6,C[C@@H](NC(=O)C[C@H]1C=C[C@H](NC(=O)c2cccnc2)[C@H](CO)O1)c1ccccc1
0.79,CN(C)C(=O)c1ccc(-c2ccc([C@@H]3[C@H](CO)N4CCCCN(S(C)(=O)=O)C[C@@H]34)cc2)cc1
-1.7,COc1cccc(S(=O)(=O)Nc2ccc3c(c2)C(=O)N(C)[C@H]2CC[C@@H](CC(=O)NCC4CCCCC4)O[C@H]2CO3)c1

The list goes on.
IDE exosite FP,compound
0.34,CC[C@H]1C/C=C\C[C@@H](C(C)C)NC(=O)CCC(=O)N1
-2,COc1cccc(S(=O)(=O)Nc2ccc3c(c2)C(=O)N(C)[C@@H]2CC[C@@H](CC(=O)NCC4CCCCC4)O[C@@H]2CO3)c1
0.4,CCC(=O)N1CCCCN2[C@@H](CO)[C@@H](c3ccc(-c4cccc(C#N)c4)cc3)[C@@H]2C1
-0.59,CC(C)(C)[S@](=O)N1Cc2cc(C(=O)NCC(F)(F)F)nc(-c3cccc(-c4cccc(F)c4)c3)c2[C@@H]1CCO
-0.97,CCCC#Cc1ccc([C@H]2[C@@H](CO)N[C@@H]2CN(C(C)=O)C2CCCC2)cc1
-4.8*,O=C(c1ccncc1)N1CC(=O)N2[C@@H](CO)[C@H](c3ccc(-c4ccccc4F)cc3)[C@@H]2C1
2.2,COc1ccc(C(=O)N2C[C@H]3[C@@H](c4ccccc42)[C@H](CO)N3C(=O)Cc2ccccn2)cc1
1.7,O=C(C1CC1)N1CC[C@@H]2[C@@H](CO)Nc3ccc(Br)cc3[C@@H]21
-0.66,COc1ccccc1S(=O)(=O)N(C)C[C@H]1OCc2cn(nn2)CCCC(=O)N([C@H](C)CO)C[C@H]1C
-0.053,O=C(c1ccc(F)cc1)N1CC(=O)N2[C@H](CO)[C@H](c3ccc(-c4ccccc4)cc3)[C@@H]2C1
0.16,CO[C@H]1CN(C)C(=O)c2ccc(NC(C)=O)cc2OC[C@H](C)N(Cc2cccc(F)c2)C[C@H]1C
0.64,COCC(=O)N1[C@@H](C#N)[C@@H](c2ccc(C#Cc3ccccc3F)cc2)[C@@H]1CO
0.044,N#C[C@H]1N[C@H](CO)[C@@H]1c1ccc(C2=CCCC2)cc1
-0.74,COc1ccc(CN(C)C[C@@H]2OCc3cnnn3CCCC(=O)N([C@H](C)CO)C[C@H]2C)cc1
0.65,CC(C)NC(=O)NCC[C@@H]1CC[C@@H](NS(=O)(=O)c2ccc(Oc3ccccc3)cc2)[C@@H](CO)O1
-7.9*,O=C(NC1CCCCC1)N1CC(=O)N2[C@H](C1)[C@@H](c1ccc(-c3cccc(F)c3)cc1)[C@@H]2CO
0.23,COCC(=O)N1[C@@H](CO)[C@@H](c2ccc(-c3ccccc3OC)cc2)C12CN(C(C)=O)C2
-0.31,C/C=C/c1ccc([C@H]2[C@@H](CO)N3CCCCN(S(=O)(=O)c4ccc(OC)cc4)C[C@@H]23)cc1
3.6,C/C=C/c1ccc([C@@H]2[C@H](CO)N(C(C)=O)[C@H]2CN(C(=O)COC)C(C)C)cc1
1.2,CO[C@@H]1CN(C)C(=O)c2ccc(NC(=O)Nc3c(C)noc3C)cc2OC[C@@H](C)N(CCC(F)(F)F)C[C@H]1C
0.073,C[C@H](CO)N1C[C@H](C)[C@@H](CN(C)C(=O)c2ccc(N3CCN(C)CC3)cc2)OCc2cnnn2CCCC1=O
-0.65,C[C@H](NC(=O)C[C@H]1C=C[C@@H](NC(=O)c2cccnc2)[C@H](CO)O1)c1ccccc1
-0.78,OC[C@@H]1[C@H](c2ccc(-c3ccc(F)cc3)cc2)[C@@H]2CN(Cc3ccccn3)CCCCN12
2.9,O=C(C[C@H]1CC[C@H](NC(=O)c2ccc3c(c2)OCO3)[C@H](CO)O1)NCc1ccc(Oc2ccccc2)cc1
-1.4,CCCNC(=O)N1CC(=O)N2[C@@H](CO)[C@H](c3ccc(-c4ccc(C)cc4)cc3)[C@@H]2C1
0.18,COc1cccc(S(=O)(=O)Nc2ccc3c(c2)C(=O)N(C)C[C@@H](OC)[C@@H](C)CN(Cc2ccccc2F)[C@H](C)CO3)c1
1.9,N#C[C@H]1[C@@H](c2ccccc2-c2cccc(F)c2)[C@H](CO)N1C(=O)C1CC1
-0.56,CN(C)CC(=O)N1[C@H](C#N)[C@@H](c2ccccc2-c2ccccc2F)[C@@H]1CO
-1.9&0.21,CN1C(=O)c2cc(NC(=O)c3cccc(F)c3)ccc2OC[C@@H]2O[C@@H](CC(=O)NCC3CCCCC3)CC[C@H]21
-0.071,Cc1ccccc1-c1cnc2c(c1)C(=O)N([C@H](C)CO)C[C@H](C)[C@@H](CN(C)Cc1ccccc1F)O2
0.53,C[C@@H]1COCc2cnnn2CC[C@H](Cc2ccccc2)C(=O)N1
1.7,COc1ccc(-c2ccc([C@H]3[C@@H](CO)N4C(=O)CN(C(=O)C5CCC5)C[C@@H]34)cc2)cc1
0.79,COc1ccc(NC(=O)N2CCCCN3[C@H](CO)[C@H](c4ccc(-c5ccccc5F)cc4)[C@H]3C2)cc1
0.7,C[C@H](NC(=O)[C@@H]1[C@@H](CO)[C@@H]2Cn3c(cccc3=O)[C@@H]2N1CCC(F)(F)F)c1ccccc1
1.2,CCC(=O)N1[C@H](C#N)[C@H](c2ccccc2-c2ccccc2)[C@H]1CO
1.1,O=C(Cc1cccnc1)N1CC(=O)N2[C@@H](CO)[C@@H](c3ccc(C#CC4CCCCC4)cc3)[C@@H]2C1
1&1.6,N#Cc1cccc(-c2ccc(C3[C@@H]4CN(C(=O)C5CCOCC5)C[C@H]3N4)cc2)c1 (stereo not given in full)
-1.2,N#C[C@@H]1[C@H](c2ccccc2)[C@H](CO)N1C(=O)Nc1cccc(F)c1
-3.3*,CCC(=O)N1CC2(C1)[C@@H](c1ccc(-c3cccc(C)c3)cc1)[C@@H](CO)N2S(C)(=O)=O

13 entries from above, bar-delimited.
compound | IDE exosite FP
N#C[C@H]1[C@@H](c2ccccc2-c2cccc(F)c2)[C@H](CO)N1C(=O)C1CC1 | 1.9
CN(C)CC(=O)N1[C@H](C#N)[C@@H](c2ccccc2-c2ccccc2F)[C@@H]1CO | -0.56
CN1C(=O)c2cc(NC(=O)c3cccc(F)c3)ccc2OC[C@@H]2O[C@@H](CC(=O)NCC3CCCCC3)CC[C@H]21 | -1.9&0.21
Cc1ccccc1-c1cnc2c(c1)C(=O)N([C@H](C)CO)C[C@H](C)[C@@H](CN(C)Cc1ccccc1F)O2 | -0.071
C[C@@H]1COCc2cnnn2CC[C@H](Cc2ccccc2)C(=O)N1 | 0.53
COc1ccc(-c2ccc([C@H]3[C@@H](CO)N4C(=O)CN(C(=O)C5CCC5)C[C@@H]34)cc2)cc1 | 1.7
COc1ccc(NC(=O)N2CCCCN3[C@H](CO)[C@H](c4ccc(-c5ccccc5F)cc4)[C@H]3C2)cc1 | 0.79
C[C@H](NC(=O)[C@@H]1[C@@H](CO)[C@@H]2Cn3c(cccc3=O)[C@@H]2N1CCC(F)(F)F)c1ccccc1 | 0.7
CCC(=O)N1[C@H](C#N)[C@H](c2ccccc2-c2ccccc2)[C@H]1CO | 1.2
O=C(Cc1cccnc1)N1CC(=O)N2[C@@H](CO)[C@@H](c3ccc(C#CC4CCCCC4)cc3)[C@@H]2C1 | 1.1
N#Cc1cccc(-c2ccc(C3[C@@H]4CN(C(=O)C5CCOCC5)C[C@H]3N4)cc2)c1 (stereo not given in full) | 1&1.6
N#C[C@@H]1[C@H](c2ccccc2)[C@H](CO)N1C(=O)Nc1cccc(F)c1 | -1.2
CCC(=O)N1CC2(C1)[C@@H](c1ccc(-c3cccc(C)c3)cc1)[C@@H](CO)N2S(C)(=O)=O | -3.3*
